PPC-1+TRAIL kill: compounds killing PPC-1 cancer cells with TRAIL present, primary screen, TRAIL potentiator project, ATPLite luminescence, uHTS; hit rate 0.41% among 220,000; cell killing (% activity), % at 4 µM; PPC-1 cells + TRAIL, ATPLite viability luminescence;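 active means cell killing above 50% in the first pass at 4 µM, then a duplicate retest at 5 µM averaging 50% or more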;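 further: plate controls were cells with TRAIL plus DMSO for no effect and medium-only wells lacking cells for full effect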
Furin inhibitor: human furin inhibitors, primary screen, biochemical, fluorescence intensity | P09958 | hit rate 0.061% among 220,000 | purified furin, fluorogenic substrate cleavage | inhibition, % at 30 µM; in the data active means inhibition above about 25%; further: inactives centre near -15
Tb hexokinase: Trypanosoma brucei hexokinase 1 inhibitors, primary screen, biochemical, G6PDH-coupled NADH absorbance, MLSCN library; recombinant TbHK1, G6PDH-coupled NADH A340; inhibition, % at 10 µM; hit rate 0.11% among 220,000;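 active means inhibition of 50% or more in the single-dose primary screen; inactive means inhibition below 50%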
EBV gp42 block: Epstein-Barr virus gp42 inhibitors, primary screen, biochemical, uHTS, fluorescence polarization; hit rate 0.42% among 220,000; Fluorescence polarization binding assay, mP read-out; inhibition, % (tested at 21.74 µM); in the data active means inhibition above about 50%
TRPML3 ag: human TRPML3 channel agonists, primary screen, cell-based, HEK293 TRPML3-YFP, Fluo-8 calcium fluorescence, 3 µM. Mucolipin-3 (Homo sapiens), Q8TDD5. 100% = the carbachol control signal. activation, % at 3 µM. hit rate 0.29% among 220,000;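 active means activation above its plate's cutoff, the mean activation of the plate's test wells plus 3 SD, cut at about 12% in these data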;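 further: 0% = DMSO only wells and 100% = carbachol wells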
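Material: HEK293 cells stably carrying human TRPML3-YFP; compound dosing: single dose, 3 µM final nominal compound, 0.3% DMSO final; incubation: 1-h 37 °C dye load, 5-s basal, 120-s post-compound reads; technique: Fluo-8 intracellular calcium fluorescence, excitation 470-495 nm, emission 515-575 nm; read-out basis: percent activation from peak-to-basal fluorescence ratio, scaled between DMSO and carbachol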
Cl transport mod: KCC2 cotransporter modulators, thallium flux, primary screen, cell-based, HEK293 KCC2, FluoZin-2 fluorescence, MLSMR | Solute carrier family 12 member 5 (Homo sapiens), Q9H2X9 | KCC2 cells, thallium flux FluoZin-2 fluorescence | B-score of Tl+ flux slope (higher = more flux/activation; lower = inhibition) at 10 µM | hit rate 2.2% among 190,000;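 active means thallium flux slope and its plate-corrected score both differing from the plate sample mean at a set confidence after two filtering rounds, in either direction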;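 further: slope of fluorescence scaled to starting intensity during 10 to 20 s after thallium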
Target sequence (Q9H2X9 whole entry, looked up): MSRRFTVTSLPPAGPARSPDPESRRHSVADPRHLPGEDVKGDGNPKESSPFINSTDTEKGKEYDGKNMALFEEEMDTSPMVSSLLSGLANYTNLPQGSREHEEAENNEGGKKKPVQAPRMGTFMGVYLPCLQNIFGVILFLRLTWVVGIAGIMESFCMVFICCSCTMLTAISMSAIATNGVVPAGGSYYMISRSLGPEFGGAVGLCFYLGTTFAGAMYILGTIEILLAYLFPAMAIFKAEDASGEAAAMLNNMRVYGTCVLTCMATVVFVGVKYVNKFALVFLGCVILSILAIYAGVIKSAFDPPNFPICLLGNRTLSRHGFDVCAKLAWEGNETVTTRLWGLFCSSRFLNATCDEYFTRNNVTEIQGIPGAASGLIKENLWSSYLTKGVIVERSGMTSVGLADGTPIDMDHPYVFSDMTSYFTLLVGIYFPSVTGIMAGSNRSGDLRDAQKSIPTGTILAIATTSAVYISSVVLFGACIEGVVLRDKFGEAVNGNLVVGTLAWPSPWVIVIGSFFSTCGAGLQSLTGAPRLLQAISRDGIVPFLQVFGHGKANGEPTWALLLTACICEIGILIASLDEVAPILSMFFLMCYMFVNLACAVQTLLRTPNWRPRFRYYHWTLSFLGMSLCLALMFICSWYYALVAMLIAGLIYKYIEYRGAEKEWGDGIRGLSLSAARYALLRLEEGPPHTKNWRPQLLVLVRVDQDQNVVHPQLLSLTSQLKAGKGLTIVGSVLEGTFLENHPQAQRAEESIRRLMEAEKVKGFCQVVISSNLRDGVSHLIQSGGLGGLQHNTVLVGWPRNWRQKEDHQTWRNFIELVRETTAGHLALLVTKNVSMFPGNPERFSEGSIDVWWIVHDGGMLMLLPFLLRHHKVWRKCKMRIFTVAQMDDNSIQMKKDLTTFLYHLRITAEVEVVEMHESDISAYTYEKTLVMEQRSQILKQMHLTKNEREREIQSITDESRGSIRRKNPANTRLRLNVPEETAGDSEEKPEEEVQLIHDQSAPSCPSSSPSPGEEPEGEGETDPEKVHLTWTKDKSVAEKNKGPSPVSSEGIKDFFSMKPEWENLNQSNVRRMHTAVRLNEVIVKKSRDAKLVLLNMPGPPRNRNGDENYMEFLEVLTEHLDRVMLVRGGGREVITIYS
TRPN1 ag: zebrafish TRPN1 channel agonists, primary screen, cell-based, HEK293, calcium fluorescence; transient receptor potential cation channel N1 (TRPN1/NompC), Danio rerio; HEK293 zebrafish TRPN1-YFP, Fluo-8 calcium fluorescence; 100% = response to 87 µM carbachol; activation, % at 3 µM; hit rate 0.18% among 220,000;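 active means activation above its plate's cutoff, the mean activation of test wells on that plate plus 3 SD, cut at about 19% in these data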;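 further: 0% = DMSO alone and 100% = 87 µM carbachol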
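Material: zebrafish TRPN1-YFP in HEK293 cells. Doses: one dose of 3 µM, 0.3% DMSO. Incubation: dye 1 h 37 °C plus 30 min RT. Measured by: intracellular calcium fluorescence with Fluo-8.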
Thrombin inh: human alpha-thrombin inhibitors, primary screen, counter-screen for coagulation protease inhibitor project, biochemical, 1536-well, fluorogenic AMC substrate. AID 1046, 2008. hit rate 0.26% among 220,000. Boc-VPR-AMC fluorogenic substrate cleavage. inhibition, % at 5 µM. Prothrombin (Homo sapiens), P00734;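 active means inhibition at or above 40%; inactive means inhibition below 40%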;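 further: 0% = enzyme with no compound and 100% = wells without enzyme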
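System: Human alpha-thrombin protein | Medium: pH 7.5 Tris (50 mM) with NaCl 150 mM, Tween 20 0.05% | Times: Enzyme reaction carried out at room temperature | Detection: AMC fluorescence, 355/460 nm | Evaluation: Percent inhibition scaled between no-compound controls and no-enzyme blanks | Benchmarks: Enzyme without compound as high, wells lacking enzyme as low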
Calpain2 inh: inhibitors of pig calpain II, primary screen, biochemical, fluorogenic peptide substrate, 1536-well | hit rate 0.37% among 220,000 | purified calpain II, 30 min | inhibition, % at 16 µM;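 active means inhibition above about 50%, limit read from the data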
Starred values were filed as active, the others as inactive; i = inactive; nt = not tested or not shown; [ ] = dose if it differs, or a comment.

SMILES	PPC-1+TRAIL kill	Furin inhibitor	Tb hexokinase	EBV gp42 block	TRPML3 ag	Cl transport mod	TRPN1 ag	Thrombin inh	Calpain2 inh
Nc1ccc(NC(=O)c2cccs2)c(Cl)c1	-4	-14	1	-13	0.8	-0.76	0.9	5	-27
CCn1ncc(/C=C/C(=O)C2CC2)c1C	4	-6	-24	-8	-0.2	0.35	-2.0	-6	15
COc1ccc(-c2nnc3ccc(SCC(=O)Nc4cc(C)on4)nn23)cc1	-3	-11	-9	-5	0.9	0.066	0.1	-10	-12
Cc1ccc(C(=O)NNC(=O)CSc2nnc3c(n2)[nH]c2ccc(F)cc23)cc1	17	-15[20 µM]	-1	-6	-0.4	0.53	-0.9	2	-28
CCCCn1nc2cc(C(=O)NCc3ccccc3)ccc2c1OCC	1	-15[20 µM]	0	0	-1.2	0.22	-3.5	-6	i
COc1ccccc1/C=N/NC(=Nc1ccc(C)cc1)c1nc2ccccc2s1	36	-18[20 µM]	-21	3	-0.7	0.027	0.3	2	-23
NC(=O)c1ccccc1NC(=O)/C=C/c1ccccc1	41	-15	-10	-1	-0.1	-0.77	1.5	-4	-16
Cn1c(SCC(=O)NCC2CCCO2)nnc1-c1c[nH]c2ccccc12 (stereo not drawn)	19	-1	-5	2	-0.4	1	-0.6	-2	-17
O=C(O)c1ccccc1N1C(=O)C2C3CCC(C3)C2C1=O (stereo not drawn)	0	-16	2	-1	0.6	0.74	0.0	-7	-7
COc1ccc(/C=N/O)cc1COc1ccc(NC(C)=O)cc1	18	-12[20 µM]	1	-10	0.3	nt	1.2	-1	15

Overlap with the part before: two entries, then new ones.
SMILES	PPC-1+TRAIL kill	Furin inhibitor	Tb hexokinase	EBV gp42 block	TRPML3 ag	Cl transport mod	TRPN1 ag	Thrombin inh	Calpain2 inh
O=C(O)c1ccccc1N1C(=O)C2C3CCC(C3)C2C1=O (stereo not drawn)	0	-16	2	-1	0.6	0.74	0.0	-7	-7
COc1ccc(/C=N/O)cc1COc1ccc(NC(C)=O)cc1	18	-12[20 µM]	1	-10	0.3	nt	1.2	-1	15
NC(=O)CC[C@@H]1NC(=O)[C@@H]2CCCN2C(=O)c2cc([N+](=O)[O-])cc(I)c2NCCC[C@@H](C(=O)NC(CC(=O)O)C(N)=O)NC1=O (stereo partly drawn)	14	-13	-12	-5	0.7	0.007	1.9	-1	-11
CC1CCCCC1NC(=O)c1nnc(Cc2ccc(Cl)cc2)o1 (stereo not drawn)	-6	-10	0	-11	0.0	0.73	-0.1	-1	9
Cc1cccc(C)c1NC(=O)C(NC(=O)CN1C(=O)c2ccccc2C1=O)c1ccccc1 (stereo not drawn)	6	-8	7	-22	0.9	0.51	0.7	-5	34
COc1ccc(F)cc1C(=O)C1CCCN(C(=O)c2cccc(N(C)C)c2)C1 (stereo not drawn)	0	-7	7	-1	-0.2	nt	1.2	-4	12
Cc1nn2c(NCCCN(C)C)c3c(nc2c1-c1ccccc1)CCCC3	16	7	-25	-5	-0.1	1	-2.1	-5	7
CC(=O)Nc1ccc(NC(=O)c2ccc(NS(=O)(=O)c3cc(C(C)(C)C)cc(C)c3C)cc2)cc1	21	-2	-4	5	0.9	1.2	0.3	-9	-24
FC(F)(F)c1ccc(/C=N/N2CCN(Cc3cccc4ccccc34)CC2)cc1	8	-4[20 µM]	-1	-13	0.3	1.1	0.2	5	-2
CC(=O)Oc1oc(-c2ccccc2)nc1C=Nc1ccccc1	11	-27[20 µM]	1	-3	1.5	-0.94	-0.1	0	-9
Nc1ncc(-c2ccc([N+](=O)[O-])cc2)cn1	-2	-14	-25	-19	0.3	-0.83	-0.9	-6	-2
COc1cc(N/N=C(\C)c2ccc(O)c(C)c2)nc(-c2ccccc2)n1	8	-21	-10	-10	0.7	-0.026	-1.3	-8	-21
CCC(C)n1ncn(-c2ccc(N3CCN(c4ccc(OC)cc4)CC3)cc2)c1=O (stereo not drawn)	33	0	15	12	0.1	0.5	3.1	-4	19
CCCCC(CCC(=O)Nc1nccs1)C(=O)O (stereo not drawn)	22	-5[20 µM]	-1	-6	0.4	nt	-0.6	2	22
Cc1ccccc1C(=O)NC1CCN(CC(=O)Nc2ccc3c(c2)OCO3)CC1	13	-23	2	-2	0.9	1	-0.5	-28	14
Cn1cc(Cl)c(C(=O)NNC(=S)NC2CCCCC2)n1	13	-24	-4	-5	0.0	-1.9	2.3	2	-8
CC1CCCC(C)N1C(=O)COC(=O)c1ccc2c(c1)OCO2 (stereo not drawn)	1	-38	6	-22	-0.1	0.02	2.1	-15	10
C/C(=N\NC(=O)C1CC1(c1ccccc1)c1ccccc1)c1cccc([N+](=O)[O-])c1 (stereo not drawn)	19	-8	19	-1	0.5	0.65	1.0	-5	9
COC(=O)c1cccc(NC(=O)/C(=C\c2ccccc2)NC(=O)c2ccccc2Cl)c1	9	5	0	2	-0.5	nt	-0.5	-5	-17
CCCNS(=O)(=O)c1ccc(OCC(=O)NCc2ccc3c(c2)OCO3)cc1	-6	-19[20 µM]	2	-11	-0.5	nt	1.1	-10	15
COC1(OC)N=C(NC(=O)Nc2ccccc2)C2(C#N)C(c3ccccc3)C12C#N (stereo not drawn)	-6	-29	4	nt	-0.3	-0.54	0.2	-4	nt
Cc1ccsc1/C=N/NC(=O)CNC(=O)c1cccc([N+](=O)[O-])c1C	-19	-25	-7	-3	0.3	-0.02	1.6	-20	15
CCOC(=O)c1ccc(NC(=O)CSCCC(=O)O)cc1	-11	-25	-3	-17	0.8	1.3	-0.2	-7	-3
Clc1c(CSc2nc3ccccc3o2)nc2sccn12	6	23[20 µM]	-2	8	-0.2	-0.76	-0.8	-2	-24
Cc1ccccc1S(=O)c1ccccc1C(=O)O (stereo not drawn)	-2	-14	1	2	-0.5	-0.88	-0.9	-3	6
Cc1ccc(SCCNC(=O)C(CO)(CO)CO)cc1	21	0	1	-4	0.3	nt	-1.4	-3	-9
Cc1cccc(OCCOCCN2CCNCC2)c1C	22	-11	-9	-25	0.6	0.32	-1.7	-9	0
CCn1nc(C)cc1Nc1ccccc1	13	-14[20 µM]	23	-14	0.6	0.4	-0.4	-2	-9
CCCCN(CC)CCNC(=O)Cn1cnc2sc(C)c(S(=O)(=O)N3CCOCC3)c2c1=O	25	-7[20 µM]	8	-1	-0.3	0.56	0.5	3	13
O=C(CCCc1nc(-c2ccccc2Cl)no1)NC1CCCCC1	6	-13[20 µM]	-1	-7	0.5	-1.1	2.1	-8	-1
Cc1cc(NC(=O)CCCn2cnc([N+](=O)[O-])n2)no1	14	-3	0	-5	0.6	0.13	0.1	-8	-6
O=C(Nc1nccs1)C1CCCN(S(=O)(=O)c2cccnc2)C1 (stereo not drawn)	26	-26	5	-2	0.6	-0.19	2.0	-2	-3
O=c1[nH]cn[nH]1	12	-12	-6	-10	0.3	-0.17	1.4	0	-4
O=C(CSc1ccc2nnc(-c3ccccc3)n2n1)N1CCN(c2ccccc2)CC1	nt	-13	1	nt	0.8	-0.11	1.9	nt	nt
CCn1ncc(N(C)N)c(Cl)c1=O	2	-34	0	-7	0.4	1.2	0.1	0	-8
CCOC(=O)c1nnc(-c2ccccc2)o1	-6	-22[20 µM]	2	-14	1.0	-0.77	-0.8	-8	-6
CCSc1nc2n(n1)C(c1cccc(F)c1)C1=C(CCCC1=O)N2 (stereo not drawn)	2	-28	-15	-4	0.3	-0.91	-0.7	-4	-113
Cc1cc2oc(=O)cc(CN3CCN(Cc4ccccc4)CC3)c2cc1Cl	33	-1	-13	-3	0.9	nt	0.5	-7	13
O=C(c1ccccc1)N1CCN(C(=O)c2ccc3c(c2)OCCO3)CC1	-8	-22	0	-17	1.1	1.1	0.9	-4	-28
COC(=O)c1ccc(C2C(C(C)=O)=C(C)Nc3ncnn32)cc1 (stereo not drawn)	26	-19	-23	-4	1.2	0.58	1.0	-4	-50
Cc1ccc(N2C(N)=C(C#N)C(c3cccs3)C3=C2CC(C)(C)CC3=O)cc1 (stereo not drawn)	5	-11[20 µM]	-6	-26	0.6	nt	-1.0	3	-233
CCOc1ccc(C(Nc2ccc(C)cc2)P2(=O)OCCC(C)O2)cc1 (stereo not drawn)	1	-3[20 µM]	7	2	0.9	0.64	0.1	-12	-35
COc1ccc(OCC(=O)N2CCN(C(=O)COc3ccc(Br)cc3)CC2)cc1	17	-17[20 µM]	1	-17	0.5	-0.0069	0.9	-7	0
CC(C)(CO)Nc1nc(Cl)nc(NC2CCCCC2)n1	-21	-11	-4	11	0.1	-0.15	-0.5	-5	-6
Nc1ccccc1Nc1cc(-c2ccccc2)[nH]n1	19	-28	6	1	1.2	0.61	0.2	-3	-17

Full records, looked up by structure. Values in the order: PPC-1+TRAIL kill | Furin inhibitor | Tb hexokinase | EBV gp42 block | TRPML3 ag | Cl transport mod | TRPN1 ag | Thrombin inh | Calpain2 inh
Cc1cc2oc(=O)cc(CN3CCN(Cc4ccccc4)CC3)c2cc1Cl across the screens: 33 | -1 | -13 | -3 | 0.9 | nt | 0.5 | -7 | 13
COC(=O)c1ccc(C2C(C(C)=O)=C(C)Nc3ncnn32)cc1 (stereo not drawn) across the screens: 26 | -19 | -23 | -4 | 1.2 | 0.58 | 1.0 | -4 | -50
O=C(c1ccccc1)N1CCN(C(=O)c2ccc3c(c2)OCCO3)CC1 across the screens: -8 | -22 | 0 | -17 | 1.1 | 1.1 | 0.9 | -4 | -28

Bioassay records (PubChem)
